Compound activity as filed in PubChem BioAssay.
Chronic BCR inh = blocks chronic active B-cell receptor signaling. ABC-DLBCL IkBa-CBG/CBR reporter, luminescence ratio, 4 h. Potency, µM (titrated, usually from 46.1 µM), for inactives: at the top dose ratio change, negative = lower green/red ratio, hits mostly inhibitors. 340,000 compounds, 0.05% hits. AID 493014; active means well fitted inhibition curve with a large enough effect in the signal ratio, with a control signal flat, not every such curve was filed as active; inconclusive means small, poorly fitted or top-dose-only effect, or effect the other way, or a change in a side signal; the % refers to the signal ratio;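 further: potency means the concentration at half of the fitted maximal effect; plate controls were basal doxycycline-induced cells for no effect and cells given 10 µM MG132 for full effect; MG132 reads +100%, hits lower the ratio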
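TMD8 ABC-DLBCL cells carrying doxycycline-inducible green luciferase fused to IkappaBalpha plus unfused red luciferase were exposed to compounds (up to 46 uM) for 4 hrs at 37C. Activity came from the overlap-corrected green/red luminescence ratio.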
Giardia kill = kills Giardia lamblia | Giardia lamblia trophozoite viability | 340,000 compounds, 0.15% hits | activity change, % at 7.66 µM, hits read low; in the data active means activity change below about -80%; inconclusive means between about -30% and that limit;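 further: parasites exposed to compound for two days anaerobically before the ATP read; on the % scale 0 is the no-effect control and ±100 the full control effect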
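Giardia trophozoites, 100 cells per well, were exposed to compounds for 48 hrs at 37 deg C under anaerobic conditions; viability was then read as ATP content by bioluminescence after 15-30 min at room temperature.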
Coupling enz = coupling enzyme interference in Giardia aldolase counter-screen | coupling enzyme system counterscreen, AmpLite Red fluorescence | activity change, negative = inhibition, % at 58.2 µM, hits read low | 290,000 compounds, 0.67% hits; in the data active means activity change below about -30%; further: on the % scale 0 is the no-effect control and ±100 the full control effect
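Fluorescence at 525 nm excitation and 598 nm emission measured inhibition of the coupled detection system without aldolase. Compounds (at 57.5 uM final) were preincubated 10 min at room temperature with coupling enzyme reagent before a 20 min substrate/AmpLite Red step.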
Integrin act MD = activates integrin-mediated alleviation for muscular dystrophy | alpha7betagal myoblasts, beta-gal FDG fluorescence, 48 h | Potency, µM (series often up to 38.3 µM), without a hit: top-dose activation, usual class: activators | 350,000 compounds, 0.064% hits;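 further: potency means the concentration at half of the fitted maximal effect; 100% = response of the positive control SU9516; nearly all actives have a fitted effect of over 60% in size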
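alpha7betagal+/- myoblasts (passage 13, 250/well) treated 48 h at 37C with compounds at 1:260 dilution of DMSO stock. Lysed, then beta-galactosidase activity read as FDG fluorescence (ex 480/em 540) after 30 min, with pre-read for autofluorescence.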
PTAP TSG101 blk = blocks PTAP/TSG101 interaction to inhibit HIV-1 budding; Fluorescence polarization, FITC-PTAP peptide / Tsg101 binding; Potency, µM (top dose mostly 115 µM), for the others: top-dose activity change, negative = inhibition, hits mostly inhibitors; 340,000 tested, under 10 active; active means well fitted inhibition curve with a large enough effect in the main read-out, with a control signal flat, not every such curve was filed as active; inconclusive means small, poorly fitted or top-dose-only effect, or effect the other way, or a change in a side signal; inactive means no such curve, though single readings can be large or run the other way; further: potency means the concentration at half of the fitted maximal effect; % of control where 0% means no effect
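Compounds were pin-transferred onto Tsg101 binding domain (10 uM final) in HEPES pH 7.5 buffer, then FITC-PTAP peptide was added at 50 nM final. After 20 min at RT, polarization reported peptide displacement across a qHTS concentration series.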
GALK inh = inhibitors of human galactokinase. P51570. Purified GALK, Kinase-Glo residual ATP luminescence. Potency, µM (top dose mostly 57.5 µM), without a hit: top-dose activity change, negative = inhibition, hits mostly inhibitors. 270,000 compounds, 0.007% hits; further: potency means the concentration at half of the fitted maximal effect; on the % scale 0 is the no-effect control and ±100 the full control effect
Target sequence (P51570 whole entry, looked up): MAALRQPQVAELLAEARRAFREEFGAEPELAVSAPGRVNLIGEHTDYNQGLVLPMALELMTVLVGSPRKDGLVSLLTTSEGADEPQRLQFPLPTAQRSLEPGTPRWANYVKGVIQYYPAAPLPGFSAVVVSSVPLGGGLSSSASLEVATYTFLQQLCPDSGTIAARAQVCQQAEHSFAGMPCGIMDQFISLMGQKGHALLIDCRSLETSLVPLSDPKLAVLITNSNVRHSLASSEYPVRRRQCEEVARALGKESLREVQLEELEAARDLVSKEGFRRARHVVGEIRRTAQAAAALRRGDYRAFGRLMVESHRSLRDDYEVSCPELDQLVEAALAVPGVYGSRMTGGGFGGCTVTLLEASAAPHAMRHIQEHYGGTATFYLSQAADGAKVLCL
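Kinase-Glo Plus luminescence measured ATP left after a 1 h room-temperature reaction. The reaction used 5 nM GALK, 100 uM galactose and 35 uM ATP at pH 8.0 (20 mM HEPES, 5 mM MgCl2, 60 mM NaCl, 1 mM DTT, 0.01% BSA).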
Menin-MLL TR inh = menin-MLL binding inhibition, Texas Red mutant peptide | Potency, µM (top dose mostly 61.6 µM), inactives show top-dose FP activity change, negative = inhibition, hits mostly inhibitors | O00255 | Menin + Texas Red MLL mutant peptide, fluorescence polarization | 270,000 compounds, 0.23% hits; active means well fitted inhibition curve with a large enough effect in the polarisation, with a control signal flat, not every such curve was filed as active; inconclusive means small, poorly fitted or top-dose-only effect, or effect the other way, or a change in a side signal; inactive means no such curve, though single readings can be large or run the other way; the % refers to the polarisation; further: potency means the concentration at half of the fitted maximal effect; % of control where 0% means no effect; many of its hits are not listed in these tables
ASM inhibitor = blocks human secretory acid sphingomyelinase | P17405 | placental ASM, HMU-PC fluorogenic substrate, 60 min | Potency, µM (doses to about 57.5 µM), without a hit: at the top dose activity change, negative = inhibition, actives largely listed as inhibitors | 340,000 compounds, 0.006% hits; further: potency means the concentration at half of the fitted maximal effect
Target sequence (P17405 47-631 limits assumed): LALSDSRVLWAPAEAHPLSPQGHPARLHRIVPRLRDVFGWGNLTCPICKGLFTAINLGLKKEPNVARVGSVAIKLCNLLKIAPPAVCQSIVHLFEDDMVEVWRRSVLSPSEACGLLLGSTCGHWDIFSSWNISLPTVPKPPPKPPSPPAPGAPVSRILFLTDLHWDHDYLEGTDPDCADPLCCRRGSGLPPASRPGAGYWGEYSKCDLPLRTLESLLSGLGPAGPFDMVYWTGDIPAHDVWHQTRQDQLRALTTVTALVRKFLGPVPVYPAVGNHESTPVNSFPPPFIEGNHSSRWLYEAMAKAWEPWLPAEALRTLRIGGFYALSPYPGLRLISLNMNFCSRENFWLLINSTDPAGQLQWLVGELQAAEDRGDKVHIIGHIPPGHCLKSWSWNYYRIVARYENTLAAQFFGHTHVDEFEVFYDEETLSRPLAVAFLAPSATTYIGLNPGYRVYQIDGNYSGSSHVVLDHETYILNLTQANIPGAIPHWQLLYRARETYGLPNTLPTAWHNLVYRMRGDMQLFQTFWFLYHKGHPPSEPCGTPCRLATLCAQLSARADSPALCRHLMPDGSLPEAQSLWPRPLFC
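Human placenta-derived ASM enzyme was preincubated with compound for 10 minutes at room temperature, then given fluorogenic substrate HMU-PC0 (9 uM final) for 60 minutes at 37 °C; a pH 10 stop preceded fluorescence reading at Ex 386/Em 447 nm.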
Tb PFK block = T. brucei PFK enzyme inhibition; Potency, µM (series often up to 57.5 µM), for the others: at the highest dose activity, negative = inhibition, most hits filed as inhibitors; O15648; 330,000 compounds, 0.17% hits; T. brucei PFK, ADP-Glo luminescence;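 further: potency means the concentration at half of the fitted maximal effect; 0% = uninhibited 1x PFK enzyme wells and -100% = no-enzyme wells; nearly all actives have a fitted effect of over 60% in size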
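Luminescent ADP detection (ADP-Glo, two-step: ATP depletion then ADP-to-ATP conversion for luciferase) reported PFK activity after 45 min room-temperature reaction of 1.25 nM enzyme with 0.5 mM F6P and 0.1 mM ATP at pH 8.0.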
PKM2 act = PKM2 (human) enzyme activation; purified PKM2, Kinase-Glo ATP luminescence, activation; response scale: 0% is enzyme alone, no compound; P14618; AID 1631; Potency, µM (titrated, usually from 57.5 µM), for the others: top-dose activation, actives largely listed as activators; 260,000 compounds, 0.34% hits; further: potency means the concentration at half of the fitted maximal effect; on the % scale 0 is the no-effect control and ±100 the full control effect; nearly all actives have a fitted effect of over 55% in size
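Purified hPK-M2 (>95%) run at intermediate activity with 0.1 mM ADP and 0.5 mM PEP in 50 mM imidazole pH 7.2, KCl, MgCl2; 1 h room temperature. ATP formed read by Kinase-Glo luminescence; normalized to uninhibited and no-enzyme controls.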
B2AR arrestin = agonists driving beta-arrestin recruitment to human beta2-adrenergic receptor. P07550. beta-arrestin recruitment to beta2AR, cell-based reporter. Potency, µM (titrated, usually from 46.1 µM), inactives show top-dose activation, most hits filed as activators. 330,000 compounds, 0.02% hits;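 further: potency means the concentration at half of the fitted maximal effect; 0% = DMSO controls and full agonism = EC100 isoproterenol or metaproterenol; nearly all actives have a fitted effect of over 65% in size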
Numbers without * were called inactive; ? = inconclusive; . = no result given; [ ] = remark or other dose. Unless noted, the call rests on the fitted dose curve; in most records, active means well fitted curve in the direction sought with a large enough effect; inconclusive means small, poorly fitted or top-dose-only effect, or another doubt; inactive means no such curve, though single readings can be large; an effect the other way counts as inactive or inconclusive.

SMILES	Chronic BCR inh	Giardia kill	Coupling enz	Integrin act MD	PTAP TSG101 blk	GALK inh	Menin-MLL TR inh	ASM inhibitor	Tb PFK block	PKM2 act	B2AR arrestin
COc1ccccc1NC(=O)NCC(=O)Nc1c(C)cccc1C	-7%	12	2	19%	-1%	-12%	-3%	7%	-1%	-36%	0.5%
Cc1ccccc1OCCn1c(C)nc2ccccc21	-19%	11	0	-24%	-5%	-3%	1%	0%	-1%	11%	0.5%
CCN1C(=O)/C(=C\c2cccs2)C(C(=O)OC)=C1C	?	-14	2	-34%	-4%	1%	-8%	-17%	4%	-6%	-0.2%
Cc1ccc(NC(=O)NCCN2CCN(c3ccccc3)CC2)cc1Cl	-1%	19	2	-9%	-4%	0%	-26%	2%	1%	.	0.0%
COc1ccc(C(C(=O)NC2CCCCC2)N(C(=O)c2sc(C)nc2C)c2ccccc2C)cc1 (stereo unspecified)	16%	0	-2	-14%	-4%	-1%	?	0%	1%	2%	-1.0%
Cc1ccc(S(=O)(=O)N(CC(=O)N(C(C)C)C(C)C)C(=O)N2CCN(C)CC2)cc1	10%	-3	1	1%	-4%	1%	-15%	5%	0%	.	0.4%
Cc1ccc(CS(=O)(=O)c2ncn[nH]2)cc1	7%	-1	0	-15%	3%	-1%	9%	1%	5%	0%	-0.3%
O=C(CCNS(=O)(=O)c1cccc(C(F)(F)F)c1)NC1CC1	1%	11	.	-14%	-3%	.	.	1%	-1%	.	-0.4%
Cc1ccc(C(=O)OCC(=O)NC(=O)NCc2ccccc2)cc1C	2%	3	.	9%	-2%	.	.	1%	-5%	.	-3.5%
CC1CCC2(CC1)NC(=O)N(CC(=O)N1CCN(S(=O)(=O)c3ccc4c(c3)CCC4)CC1)C2=O (stereo unspecified)	-1%	6	.	0%	-3%	.	.	4%	-2%	.	0.2%
C=CCNC(=S)Nc1ccc(Br)cc1F	6%	1	4	8%	-2%	-3%	-13%	4%	5%	3%	-0.8%
COc1cc(NC(=O)c2cccc3c2C(=O)N(Cc2cccnc2)C3)cc(OC)c1OC	2%	4	5	10%	-2%	0%	30%[activator]	0%	0%	1%	-0.1%
CCOC(=O)[C@@H]1[C@H]2COc3ccccc3[C@H]2N2C(=O)N(c3ccc(F)cc3)C(=O)[C@]12C	-18%	1	-1	-19%	0%	.	2%	-1%	1%	1%	0.4%
S=c1[nH]nc(-c2ccco2)n1/N=C/C(Cl)=C/c1ccccc1	?	11	-2	-51%[inhibitor]	0%	-7%	.	-22%	-1%	2%	?
CCC(NC(=O)CCCc1ccccc1)c1ccccc1 (stereo unspecified)	2%	3	0	14%	0%	2%	3%	4%	5%	-3%	0.4%
COc1ccc(C(O)c2nccn2Cc2ccccc2)cc1 (stereo unspecified)	5%	12	4	12%	-6%	-1%	5%	6%	0%	2%	0.2%
CS(=O)(=O)N1CCN(c2ccc(NC(=O)c3cc4ccccc4o3)cc2)CC1	0%	-25	2	-14%	1%	-4%	?	1%	1%	-14%	-0.8%
Cc1ccc(/C(N)=N/OC(=O)c2cccs2)cc1	?	12	0	?	-2%	0%	11%	0%	0%	-14%	-0.6%
Cc1cc(C(=O)C(=O)NC(C)C)c(C)n1-c1ccc([N+](=O)[O-])cc1	4%	-5	2	37%	2%	-8%	.	-1%	2%	-1%	-0.4%
COc1cccc(-c2ccc(SCC(=O)N3CCN(c4ccccc4)CC3)nn2)c1	3%	7	6	-9%	0%	-1%	-13%	-9%	-3%	0%	-0.4%
Cc1ccc2[nH]nc(C(=O)N3CCCC(C(=O)c4ccc(Cl)cc4)C3)c2c1 (stereo unspecified)	?	7	-1	3%	1%	-2%	-1%	-5%	-5%	0%	-0.8%
CCCCn1c(N)c(N(CC(C)C)C(=O)CCCc2nc3ccccc3s2)c(=O)[nH]c1=O	6%	-3	.	-5%	-2%	.	.	.	0%	.	0.4%
CCn1c(N)c(C(=O)NCc2cccnc2)sc1=S	-13%	24	-2	22%	0%	1%	-10%	-2%	0%	21%	0.0%
COc1ccc(OCC(O)CNC(=O)c2ccc(OC)cc2)cc1 (stereo unspecified)	-2%	16	-1	0%	-7%	0%	-6%	0%	-3%	2%	0.5%
CCc1ccc2c(c1)C(c1ccc([N+](=O)[O-])cc1)=NNC(c1ccc(F)cc1)=N2	-14%	2	1	-7%[7.66 µM]	-8%	0%	9%	-3%	-3%	-1%	6.5%
CC(C)=CCC/C(C)=C/CNC(=O)C[C@H]1C[C@H](C(=O)N2CCOCC2)[C@@]2(CCC3CCCC3)c3[nH]c4cc(-c5ccco5)ccc4c3CCN2C1=O	-1%	14	.	-1%	-6%	.	.	17%	-6%	.	-0.6%
O=C(NC(=S)Nc1cccc(NC(=O)c2ccccc2Cl)c1)c1cccs1	?	-7	1	0%	-1%	.	?	-11%	-7%	1%	-1.3%
COc1ccc(CCNC(=O)C2CCN(S(=O)(=O)c3ccc4nc5c(c(C(=O)O)c4c3)CCCC5)CC2)cc1OC	-4%	1	-1	6%	-4%	-4%	7%	3%	0%	.	4.3%
CCc1ccc(C(=O)NNC(=O)c2cccc(N3C(=O)CCC3=O)c2)cc1	0%	-7	.	-8%	-3%	.	.	6%	-1%	.	-0.1%
O=C(COc1ccc(Cl)cc1Cl)NNC(=S)NC(=O)c1ccco1	?	8	4	-18%	1%	.	.	4%	-3%	-5%	-0.7%
COc1ccc(NC(=O)COc2ccc(N(C)S(=O)(=O)c3ccc(Cl)cc3)cc2)cc1	1%	-23	.	11%	1%	.	.	-3%	0%	.	-0.1%
O=C(Cc1ccc(-c2ccccc2)cc1)NCc1cccnc1	1%	-1	1	-13%	-2%	5%	3%	3%	-3%	-8%	-0.5%
Cc1ccc(NC(=O)C2CCCN(c3ncccn3)C2)c(C)c1 (stereo unspecified)	3%	15	0	-8%	1%	1%	10%	2%	-1%	.	-0.1%
CS(=O)(=O)N(CC(=O)N1CCCC1)c1cccc(F)c1	2%	16	1	3%	3%	4%	-15%	0%	3%	-7%	-0.1%
Cc1cccnc1NC(=O)CSc1nnc(COc2ccc(C(C)C)cc2)n1C	?	-13	-4	6%	-1%	.	6%	0%	0%	-3%	-0.3%
CCc1cc2c(-n3nc(C)cc3C)ncnc2s1	4%	7	4	13%[7.66 µM]	-3%	0%	-12%	-1%	-5%	-2%	-0.1%
COc1ccc(CCN2CCCn3c2nc2c3c(=O)n(Cc3ccccc3F)c(=O)n2C)cc1OC	4%	15	4	-25%	-6%	6%	-10%	-1%	2%	9%	0.2%
COC(=O)[C@H](Cc1ccc(O)cc1)NC(=O)Cn1cnc(C(=O)Nc2ccc(C)c(C)c2)n1	?	-11	.	-7%	-3%	.	.	-3%	-2%	.	0.2%
O=C(O)CSCc1c(F)cccc1Cl	10%	-16	-6	1%	-8%	-3%	-11%	6%	-4%	-15%	-0.8%
CC(C)C(=O)Nc1ccc(C(=O)NNC(=O)C(c2ccccc2)c2ccccc2)cc1	-1%	-2	-1	11%	-8%	-4%	-23%	-3%	0%	4%	0.2%
COc1ccccc1/C=C/C=N/n1c(COc2ccccc2)n[nH]c1=S	-10%	11	.	-9%	-2%	-5%	6%	-9%	-2%	-5%	-1.9%
Cc1cc(C)cc(NC(=O)c2cccc(NC3=NC4CS(=O)(=O)CC4S3)c2)c1 (stereo unspecified)	?	-11	1	6%	-2%	.	16%	-1%	0%	18%	-0.1%
CCOC(=O)c1sc(NC(=O)CN2C(=O)c3cccc4cccc(c34)C2=O)nc1C	-7%	4	3	3%	-5%	5%	4µM*	-2%	1%	-3%	-0.3%
Cn1cc(Cl)c(-c2n[nH]c(=S)n2C2CCCCC2)n1	-27%	15	1	2%	0%	-2%	4%	2%	-2%	9%	-0.1%
O=C1CNCc2[nH]c3ccccc3c2N1c1ccccc1	-10%	-15	-5	0%	-2%	1%	-8%	7%	-7%	4%	-0.2%
CC[C@]12c3[nH]c4ccccc4c3CCN1C(=O)C(CC(=O)NC/C=C(\C)CCC=C(C)C)C[C@@H]2C(=O)N1CCN(C(=O)C2CC2)CC1 (stereo partly specified)	-4%	-3	.	8%	-4%	.	.	-2%	-4%	.	-0.7%
O=C(CSc1nnc(-c2ccco2)n1-c1ccccc1)NCc1ccc2c(c1)OCO2	-1%	-17	4	-23%	-9%	-3%	2%	12%	-2%	1%	-0.4%

A portion of the library; rates above refer to the full screens.
